# MC4R ag barr – activates human MC4R beta-arrestin recruitment | 360,000 tested, 0.98% active | AID 540308 | P32245 | activation, % at 8.9 µM | U2OS MC4R beta-arrestin complementation, luminescence; percent of melanotan II response, DMSO zero;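 active means activation above a per-plate cutoff, the mean activation of sample wells on that plate plus 3 SD, cut at about 8% in these data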
# Target sequence (P32245 whole entry, looked up): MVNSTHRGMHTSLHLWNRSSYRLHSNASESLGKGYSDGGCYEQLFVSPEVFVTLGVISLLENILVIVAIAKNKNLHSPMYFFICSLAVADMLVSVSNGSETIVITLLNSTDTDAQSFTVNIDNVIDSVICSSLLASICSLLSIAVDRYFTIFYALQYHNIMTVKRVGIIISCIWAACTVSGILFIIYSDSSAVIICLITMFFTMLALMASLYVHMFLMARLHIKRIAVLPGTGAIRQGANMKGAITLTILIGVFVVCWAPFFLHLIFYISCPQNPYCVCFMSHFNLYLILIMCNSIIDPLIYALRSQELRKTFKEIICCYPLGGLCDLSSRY
# MC4R antag cAMP – blocks human MC4R cAMP signaling. P32245. MC4R-expressing cells, MTII-stimulated cAMP, LANCE TR-FRET. inhibition, % at 6.5 µM. 360,000 tested, 0.48% active;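 active means inhibition above its plate's cutoff, the mean of tested wells on that plate plus 3 SD, cut at about 29% in these data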;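 further: 0% = Melanotan II alone and 100% = Melanotan II plus saturating MCL0020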
#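 Material – human MC4R-expressing U2OS cells · Repeats – no replicates · Detection – TR-FRET with Eu-cAMP and labeled anti-cAMP, 671 nm · Times – compound 30 min, challenge 1 h, detection 1 h · Compound – single nominal compound dose of 6.5 µM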
# NCOA1 inh – human NCOA1 inhibition. AID 588354. inhibition, % at 3.6 µM. Q15788. 360,000 tested, 0.12% active. HEK293 GAL4-SRC1 luciferase reporter, luminescence;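 active means inhibition above the campaign mean plus 3 SD, with each screening campaign given its own cutoff, cut at about 60% in these data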;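 further: 0% = DMSO treated cells and 100% = gossypol at 36 µM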
# TLR9-MyD88 inh – TLR9-MyD88 interaction inhibition; 340,000 tested, 0.21% active; CHO BLA complementation TLR9-MyD88, CCF4 FRET ratio; inhibition, % at 4.98 µM;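 active means inhibition above the mean over all tested compounds plus 3 SD, cut at about 21% in these data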;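 further: 0% = DMSO only wells and 100% = clavulanate BLA inhibitor control wells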
# NCOA3 inh – human NCOA3 inhibition; HEK293 GAL4-SRC3 luciferase reporter, luminescence; inhibition, % at 3.6 µM; 360,000 tested, 0.17% active;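 active means inhibition above a per-campaign cutoff, the mean of all compounds plus 3 SD, cut at about 60% in these data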;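 further: 0% = DMSO-treated cells and 100% = gossypol-treated cells at 36 µM; higher means less SRC3-driven luciferase light from the GAL4 reporter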
# COUP-TFII inh – inhibitors of human COUP-TFII (NR2F2); P24468; HEK293T NGFI-A luciferase reporter, luminescence; inhibition, % at 8.6 µM; 370,000 tested, 0.7% active; AID 686940;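 active means inhibition above a per-plate cutoff, mean inhibition of test wells between control levels plus 3 SD, cut at about 38% in these data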;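 further: cells cotransfected with COUP-TFII expression vector driving the NGFI-A reporter; 0% = median of COUP-TF2 test wells and 100% = reporter-only cells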
# Target sequence (P24468 whole entry, looked up): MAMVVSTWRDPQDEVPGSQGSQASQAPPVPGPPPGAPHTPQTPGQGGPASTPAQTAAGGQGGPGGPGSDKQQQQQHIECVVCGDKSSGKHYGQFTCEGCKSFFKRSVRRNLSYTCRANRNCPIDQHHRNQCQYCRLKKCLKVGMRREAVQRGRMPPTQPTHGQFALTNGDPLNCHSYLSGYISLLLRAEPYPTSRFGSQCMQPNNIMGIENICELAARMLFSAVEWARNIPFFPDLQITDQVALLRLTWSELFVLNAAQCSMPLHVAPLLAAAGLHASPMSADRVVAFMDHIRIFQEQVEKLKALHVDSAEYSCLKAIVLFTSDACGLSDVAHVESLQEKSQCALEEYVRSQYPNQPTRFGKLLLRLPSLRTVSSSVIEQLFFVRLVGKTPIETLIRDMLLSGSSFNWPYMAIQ
# NR5A2 inv ag – inverse agonists of human LRH-1 (NR5A2) | O00482 | HEK293T StAR-luciferase reporter, LRH-1 transfected, 24 h | inhibition, % at 3.6 µM | 360,000 tested, 0.13% active | AID 602396;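 active means inhibition above the mean inhibition of all tested compounds plus 3 SD, cut at about 73% in these data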;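 further: 0% = DMSO wells and 100% = reporter-only cells lacking LRH-1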
# NCOA2 inhibitor – inhibits human steroid receptor coactivator 2; AID 651957; HEK293 GAL4-SRC2 luciferase reporter, luminescence; Q15596; 370,000 tested, 0.17% active; inhibition, % at 9 µM;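 active means inhibition above the mean inhibition of all tested compounds plus 3 SD, set per campaign, cut at about 52% in these data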;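 further: 0% = DMSO treated cells and 100% = cells given Gossypol at 36 µM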
# ABHD5-PLIN5 inh – ABHD5-PLIN5 protein interaction inhibition. 360,000 tested, 0.78% active. Q00G26+Q8WTS1. Split G. princeps luciferase complementation, luminescence, 4 h. inhibition, % at 4 µM;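 active means inhibition above the mean inhibition across every tested compound plus 3 SD, cut at about 22% in these data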;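 further: 0% = DMSO only wells and the 100% control is not disclosed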
# NOD2 RIPK2 PPI – NOD2-RIPK2 protein interaction inhibition; CHO BLA complementation NOD2-RIPK2, CCF4 ratio; inhibition, % at 4.98 µM; 360,000 tested, 0.38% active; in the data active means inhibition above about 21%;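 further: 0% = vehicle only and 100% = reference blocker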
# EBV LMP1 NFkB – Epstein-Barr LMP1 NF-kappaB reporter inhibition. LMP1-induced NF-kappaB luciferase reporter cells, luminescence. inhibition, % at 12.5 µM. 350,000 tested, 0.69% active. AID 504558; in the data active means inhibition above about 41%;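 further: 0% = neutral control wells and 100% = reference inhibitor control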
# Numbers without * were called inactive; . = no result given. Some of the compounds tested; the hit share may differ from the screen's.
# Start of the listing, in advance (15 entries):
item	Molecule	MC4R ag barr	MC4R antag cAMP	NCOA1 inh	TLR9-MyD88 inh	NCOA3 inh	COUP-TFII inh	NR5A2 inv ag	NCOA2 inhibitor	ABHD5-PLIN5 inh	NOD2 RIPK2 PPI	EBV LMP1 NFkB
1	Cc1ccc(NC(=O)CCS(=O)(=O)c2ccc(Br)cc2)nc1	-0.6	-1	-1	6	3	16	-8	-6	-1	0	-12
2	C=CCOC(=O)C(=O)/C=C/c1csc2ccccc12	-0.8	14	-16	-1	-6	-3	-8	-22	14	-3	-4
3	N#Cc1c(SCC(=O)Nc2nc3ccccc3s2)sc2c(O)cc(=O)[nH]c12	-0.4	10	-59	-3	7	14	-54	3	-19	-2	0
4	CC(=O)Nc1cc2c(cc1NC(=O)c1cnccn1)OCCO2	-0.2	-3	0	9	-3	-18	13	1	-3	0	-4
5	COc1ccc(CN(C)CC(=O)NC(=O)NC2CCCCC2)cc1	0.0	5	-9	-10	3	14	21	8	5	-3	6
6	CC1CCCC(NC(=O)c2n[nH]c(=O)c3ccccc23)C1C (stereo not given)	-1.7	10	-12	3	-15	6	-18	-16	0	-3	6
7	COc1ccc(N2CCN(CCCNC(=O)CC3Oc4ccc(C)cc4NC3=O)CC2)cc1 (stereo not given)	-0.4	5	-18	4	-11	-8	17	-4	-2	-8	7
8	COc1ccc(N(C(=O)c2ccn[nH]2)C(C(=O)NC(C)(C)C)c2ccc(F)cc2)cc1 (stereo not given)	-1.8	-1	2	-4	-5	6	6	-18	1	-12	-3
9	O=C(OCC(=O)N1CCC(Cc2ccccc2)CC1)c1cc(Br)ccc1O	1.1	8	6	0	13	1	0	3	1	7	-3
10	CC(=O)N1c2ccccc2C2CCCC[C@H]21 (stereo not given in full)	-2.3	3	1	-2	5	9	2	-21	-9	-9	2
11	COc1ccc(NC(=O)c2[nH]c(C)c(C(C)=O)c2C)cc1	2.3	11	-48	-12	-51	-29	-63	-45	10	-7	-27
12	COc1ccc(CNC(=O)CN(C(=O)c2csnn2)c2cccc3c2CCCC3)cc1	2.2	22	-45	-7	18	-17	-17	12	-2	-11	0
13	O=C(c1cccc(Cl)c1)N1CCC(C(=O)N2CCN(Cc3ccccc3)CC2)CC1	-3.9	11	-1	-6	-3	15	7	6	-2	-1	2
14	CCC(=O)c1cn(CC(=O)Nc2ccc(OC)cc2)c2ccccc12	-0.4	8	15	-1	3	4	4	0	0	5	0
15	O=C(CNC(=O)c1ccc(Cl)cc1)OCn1nnc2ccccc2c1=O	-0.7	14	-4	6	15	0	-3	10	-2	-3	-5

# Main list (from the top)
item	Molecule	MC4R ag barr	MC4R antag cAMP	NCOA1 inh	TLR9-MyD88 inh	NCOA3 inh	COUP-TFII inh	NR5A2 inv ag	NCOA2 inhibitor	ABHD5-PLIN5 inh	NOD2 RIPK2 PPI	EBV LMP1 NFkB
1	Cc1ccc(NC(=O)CCS(=O)(=O)c2ccc(Br)cc2)nc1	-0.6	-1	-1	6	3	16	-8	-6	-1	0	-12
2	C=CCOC(=O)C(=O)/C=C/c1csc2ccccc12	-0.8	14	-16	-1	-6	-3	-8	-22	14	-3	-4
3	N#Cc1c(SCC(=O)Nc2nc3ccccc3s2)sc2c(O)cc(=O)[nH]c12	-0.4	10	-59	-3	7	14	-54	3	-19	-2	0
4	CC(=O)Nc1cc2c(cc1NC(=O)c1cnccn1)OCCO2	-0.2	-3	0	9	-3	-18	13	1	-3	0	-4
5	COc1ccc(CN(C)CC(=O)NC(=O)NC2CCCCC2)cc1	0.0	5	-9	-10	3	14	21	8	5	-3	6
6	CC1CCCC(NC(=O)c2n[nH]c(=O)c3ccccc23)C1C (stereo not given)	-1.7	10	-12	3	-15	6	-18	-16	0	-3	6
7	COc1ccc(N2CCN(CCCNC(=O)CC3Oc4ccc(C)cc4NC3=O)CC2)cc1 (stereo not given)	-0.4	5	-18	4	-11	-8	17	-4	-2	-8	7
8	COc1ccc(N(C(=O)c2ccn[nH]2)C(C(=O)NC(C)(C)C)c2ccc(F)cc2)cc1 (stereo not given)	-1.8	-1	2	-4	-5	6	6	-18	1	-12	-3
9	O=C(OCC(=O)N1CCC(Cc2ccccc2)CC1)c1cc(Br)ccc1O	1.1	8	6	0	13	1	0	3	1	7	-3
10	CC(=O)N1c2ccccc2C2CCCC[C@H]21 (stereo not given in full)	-2.3	3	1	-2	5	9	2	-21	-9	-9	2
11	COc1ccc(NC(=O)c2[nH]c(C)c(C(C)=O)c2C)cc1	2.3	11	-48	-12	-51	-29	-63	-45	10	-7	-27
12	COc1ccc(CNC(=O)CN(C(=O)c2csnn2)c2cccc3c2CCCC3)cc1	2.2	22	-45	-7	18	-17	-17	12	-2	-11	0
13	O=C(c1cccc(Cl)c1)N1CCC(C(=O)N2CCN(Cc3ccccc3)CC2)CC1	-3.9	11	-1	-6	-3	15	7	6	-2	-1	2
14	CCC(=O)c1cn(CC(=O)Nc2ccc(OC)cc2)c2ccccc12	-0.4	8	15	-1	3	4	4	0	0	5	0
15	O=C(CNC(=O)c1ccc(Cl)cc1)OCn1nnc2ccccc2c1=O	-0.7	14	-4	6	15	0	-3	10	-2	-3	-5
16	O=[N+]([O-])c1cccc(-c2nnn(C34CC5CC(CC(C5)C3)C4)n2)c1	-1.8	-3	-4	-13	12	7	-3	-5	-2	0	-47
17	Cn1c(=O)c2cc(S(=O)(=O)NC(C(=O)N3CCCCCC3)c3ccccc3)ccc2n(C)c1=O (stereo not given)	0.7	-2	-4	-2	-12	14	-3	-5	-15	0	-9
18	CC(=O)Nc1ccccc1C(F)(F)F	1.7	-2	8	5	18	11	7	17	6	-2	-14
19	O=C(CCNC(=O)c1ccc(Br)cc1)Nc1cccc(S(=O)(=O)N2CCCCCC2)c1	-4.1	-1	-11	-4	-12	12	-17	9	4	7	-2
20	S=C(N/N=C/c1ccc2ncccc2c1)Nc1cccnc1	-3.3	-7	5	-2	40	-14	-35	21	-2	-3	55*
21	CCCCOC(=O)CSc1nnc(-c2ccc(Cl)cc2Cl)o1	-1.7	0	3	-1	8	-9	-7	1	-10	0	-8
22	O=C(c1ccc(CS(=O)(=O)c2cccc(C(F)(F)F)c2)o1)N1CCN(c2ccccn2)CC1	-3.0	0	-9	-2	3	-4	-3	-19	-2	-1	-8
23	CCOCCCNC(=S)N(CCN(C)C)Cc1cc2cc3c(cc2[nH]c1=O)OCCO3	0.7	-3	-20	-11	-2	18	19	8	-9	-5	-14
24	COc1ncnc(OC)c1S(=O)(=O)Nc1ccc(C(F)(F)F)cc1	-0.3	3	1	1	0	7	7	-5	3	-10	-12
25	O=C(COC(=O)c1cc(=O)[nH]c2ccccc12)Nc1nc(-c2cccc(Br)c2)cs1	-3.1	-2	-32	-5	-31	-18	-56	-4	-2	3	-9
26	CC(=O)OCC(=O)C1(O)CCC2C3CCC4C(OC(C)=O)C(=O)CCC4(C)C3C(=O)CC21C (stereo not given)	-0.5	-3	5	-7	-4	2	10	3	-1	-7	-6
27	COc1ccc(NC(=O)C2CCCN(C(=O)c3ccc(Cl)cc3)C2)cc1S(=O)(=O)N(C)C (stereo not given)	-3.2	-3	-2	8	15	-4	-3	-19	-8	2	6
28	COc1cccc(NC(=O)C2CC(=O)N=C(N)S2)c1 (stereo not given)	-2.8	4	3	5	-15	-1	-13	-18	-1	-4	-6
29	CN1C(=O)/C(=C/c2ccccc2F)Sc2ccc(C(=O)N3CCCC3)cc21	-0.5	8	4	-7	2	18	17	9	6	4	-4
30	O=C(COc1ccc(Cl)cc1Cl)NC1CC1	-3.1	-6	-51	3	-63	-25	-66	-35	-3	5	-17
31	NS(=O)(=O)c1ccc(NC(=O)C2Cc3ccccc3CN2C(=O)c2ccco2)cc1 (stereo not given)	-0.7	-1	-19	2	0	1	1	-1	8	-10	2
32	CN(Cc1ccccc1)c1nc2c(c(=O)[nH]c(=O)n2C)n1CCCc1ccccc1	2.8	2	-11	-2	6	3	10	-4	0	3	-1
33	CCOC(=O)C1=CN(Cc2cccc(-c3ccc4c(c3)OCO4)c2)S(=O)(=O)N(C)C1C (stereo not given)	-2.1	7	-8	-3	11	7	3	-14	-9	5	3
34	COc1ccccc1OCCn1c(=O)n(C)c2ccccc21	-2.5	7	-10	-11	-1	-16	-5	-43	4	-6	-2
35	COC(=O)CN(c1c(C)cccc1C)S(C)(=O)=O	-0.6	2	8	-4	8	-11	-9	-20	-3	0	-5
36	O=Nc1c(O)n(Cc2c(Cl)cccc2Cl)c2ccccc12	8.4*	0	1	35*	4	11	16	-7	-14	29*	15
37	Cc1c(NC(=O)COC(=O)Cc2ccc(F)cc2)c(=O)n(-c2ccccc2)n1C	0.0	6	-2	4	-34	12	9	3	-4	6	-3
38	COc1ccc(C(=O)COC(=O)CCC(=O)Nc2ccc(C(C)=O)cc2)cc1	4.6	5	-25	-7	-38	-13	-25	-48	7	0	-31
39	CC(C)(C#N)NC(=O)C1CCCN1S(=O)(=O)c1ccc2ccccc2c1 (stereo not given)	-1.2	6	5	-12	15	20	-2	-36	-8	-4	-2
40	Cc1ccc(Nc2nc(N)nc(N)c2N=O)cc1C	.	.	5	.	-37	.	-38	.	-11	-9	.
41	c1ccc2c(c1)Cc1cc(CN3CCOCC3)ccc1-2	-2.3	-1	-107	4	-83	-22	-147	-37	4	-6	-31
42	CCOC(=O)c1[nH]c(=O)[nH]c1CNc1ccccc1C#N	0.1	5	3	-1	0	-12	1	-3	-1	-3	0
43	O=C(CCS(=O)(=O)c1ccc(F)cc1)N1CCN(c2ccccc2)CC1	-0.9	1	-82	5	-89	-47	-65	-45	-3	-3	-20
44	Cc1csc(SCC(=O)O)n1	-0.6	2	-36	1	-7	7	-4	10	2	-6	-2

# 3 entries out of the list above, ordered by the number in COUP-TFII inh, smallest number first:
item	Molecule	MC4R ag barr	MC4R antag cAMP	NCOA1 inh	TLR9-MyD88 inh	NCOA3 inh	COUP-TFII inh	NR5A2 inv ag	NCOA2 inhibitor	ABHD5-PLIN5 inh	NOD2 RIPK2 PPI	EBV LMP1 NFkB
41	c1ccc2c(c1)Cc1cc(CN3CCOCC3)ccc1-2	-2.3	-1	-107	4	-83	-22	-147	-37	4	-6	-31
42	CCOC(=O)c1[nH]c(=O)[nH]c1CNc1ccccc1C#N	0.1	5	3	-1	0	-12	1	-3	-1	-3	0
44	Cc1csc(SCC(=O)O)n1	-0.6	2	-36	1	-7	7	-4	10	2	-6	-2

# Screening data: PubChem BioAssay, several laboratories
